# Bioassay records (PubChem)
# LYPLA1 inh: blocks human lysophospholipase 1, a PME1 counter-screen | inhibition, % at 5.9 µM | recombinant LYPLA1, FP-Rh probe fluorescence polarization | actives 0.16% (n = 320,000) | AID 2174;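 active means inhibition above the mean of all tested compounds plus 3 SD, set per campaign, cut at about 14% in these data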;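 further: inhibitors block serine hydrolase probe labeling of LYPLA1 so polarization falls; 0% = enzyme with DMSO and 100% = wells lacking LYPLA1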
# pPAFAH FP inh: inhibitors of human plasma PAF acetylhydrolase (pPAFAH) | actives 1.5% (n = 330,000) | inhibition, % at 3.39 µM | Q13093 | recombinant pPAFAH, FP-rhodamine probe fluorescence polarization | AID 463082;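 active means inhibition above the mean inhibition across the screen plus 3 SD, cut at about 25% in these data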;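 further: inhibitors block binding of the rhodamine activity-based probe so polarization drops; 0% = enzyme with DMSO and 100% = wells lacking pPAFAH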
# Target sequence (Q13093 whole entry, looked up): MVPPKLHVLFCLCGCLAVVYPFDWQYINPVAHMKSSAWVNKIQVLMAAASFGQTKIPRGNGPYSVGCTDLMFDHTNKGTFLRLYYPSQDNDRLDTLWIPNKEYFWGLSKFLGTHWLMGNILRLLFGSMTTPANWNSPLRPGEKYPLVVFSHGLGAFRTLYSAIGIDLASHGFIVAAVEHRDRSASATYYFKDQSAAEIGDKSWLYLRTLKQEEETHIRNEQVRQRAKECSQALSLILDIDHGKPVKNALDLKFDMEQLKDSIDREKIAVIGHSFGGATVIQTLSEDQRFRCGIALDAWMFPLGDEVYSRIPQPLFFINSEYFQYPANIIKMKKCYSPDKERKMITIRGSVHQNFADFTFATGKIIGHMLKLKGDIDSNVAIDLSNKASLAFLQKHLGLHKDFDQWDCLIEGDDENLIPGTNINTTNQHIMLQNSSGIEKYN
# LYPLA2 counter: counter-screen for PME1 inhibitors: inhibitors of human LYPLA2 | O95372 | recombinant LYPLA2, FP-Rh probe fluorescence polarization | inhibition, % at 5.9 µM | actives 0.38% (n = 320,000) | AID 2177;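 active means inhibition above the screen-wide mean plus 3 SD, limit set per campaign, cut at about 26% in these data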;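 further: 0% = LYPLA2 with DMSO and 100% = wells lacking LYPLA2 enzyme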
# Target sequence (O95372 whole entry, looked up): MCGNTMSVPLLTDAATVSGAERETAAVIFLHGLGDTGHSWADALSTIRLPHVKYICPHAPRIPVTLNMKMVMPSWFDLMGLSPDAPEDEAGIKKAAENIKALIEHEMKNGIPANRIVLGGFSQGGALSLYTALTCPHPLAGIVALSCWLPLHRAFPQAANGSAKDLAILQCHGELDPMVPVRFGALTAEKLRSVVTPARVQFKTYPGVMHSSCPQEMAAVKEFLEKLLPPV
# PAFAH1B3 inh: blocks human PAF acetylhydrolase 1B catalytic subunit 3. inhibition, % at 3.39 µM. actives 0.28% (n = 340,000). AID 492972. recombinant PAFAH1B3, FP-rhodamine probe, fluorescence polarization;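 active means inhibition above the screen-wide average of all tested compounds plus 3 SD, cut at about 25% in these data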;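 further: 0% = enzyme with DMSO only and 100% = wells lacking PAFAH1B3 protein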
# ZTA DNA inh: blocks Epstein-Barr virus ZTA, an EBNA-1 counter-screen. P03206. ZTA-DNA binding, fluorescence polarization. inhibition, % at 11 µM. actives 0.15% (n = 320,000). AID 2234; in the data active means inhibition above about 33%
# PAFAH1B2 FP inh: blocks human PAF acetylhydrolase 1b catalytic subunit 2. P68402. recombinant PAFAH1B2, FP-rhodamine activity probe, fluorescence polarization. inhibition, % at 3.39 µM. actives 1.2% (n = 340,000). AID 492953;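 active means inhibition above the mean of all tested compounds plus 3 SD, cut at about 24% in these data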;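 further: 0% = enzyme with DMSO and 100% = wells lacking PAFAH1B2; many of its hits are not listed in these tables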
# Target sequence (P68402 whole entry, looked up): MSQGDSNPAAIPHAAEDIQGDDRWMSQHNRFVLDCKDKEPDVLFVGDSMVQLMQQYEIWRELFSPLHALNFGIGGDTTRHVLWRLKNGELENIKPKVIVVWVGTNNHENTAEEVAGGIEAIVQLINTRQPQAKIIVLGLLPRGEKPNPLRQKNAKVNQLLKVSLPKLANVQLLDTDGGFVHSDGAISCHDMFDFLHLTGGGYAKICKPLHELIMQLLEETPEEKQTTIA
# PAFAH2 inh: PAFAH2 (human) inhibition; recombinant PAFAH2, FP-rhodamine activity probe, fluorescence polarization; actives 0.99% (n = 340,000); AID 492956; Q99487; inhibition, % at 3.39 µM;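 active means inhibition above the mean over all tested compounds plus 3 SD, cut at about 30% in these data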;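 further: inhibitors block probe labeling of enzyme so polarization drops; 0% = enzyme with DMSO and 100% = wells lacking PAFAH2 protein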
# EBNA-1 inhibitor: blocks EBNA-1 binding to DNA | EBNA-1 DNA binding, fluorescence polarization | inhibition, % at 14.8 µM | actives 0.34% (n = 300,000) | AID 1950; in the data active means inhibition above about 28%
# PREPL inh: human PREPL enzyme inhibition; Q4J6C6; recombinant PREPL, fluorescence polarization activity-based probe; inhibition, % at 5.96 µM; actives 0.68% (n = 320,000); in the data active means inhibition above about 43%;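 further: 0% = enzyme with DMSO and 100% = wells lacking enzyme; many of its hits are not listed in these tables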
# Starred values were filed as active, the others as inactive; / = not tested or not shown. Only part of the results is shown; count on the stated rates, not on these rows.
SMILES,LYPLA1 inh,pPAFAH FP inh,LYPLA2 counter,PAFAH1B3 inh,ZTA DNA inh,PAFAH1B2 FP inh,PAFAH2 inh,EBNA-1 inhibitor,PREPL inh
COc1ccccc1CN1C(=O)[C@@H]2C(CC(N)=O)NC3(C(=O)Nc4c3ccc(Cl)c4C)[C@@H]2C1=O (stereo partly specified),-7,5,-8,5,8,3,3,28*,-8
O=C(c1ccccc1Cl)N1CCSCC1,-1,-3,-3,4,2,6,5,-3,5
O=C(CCc1nc2ccccc2c(=O)[nH]1)NCC(=O)Nc1ccc(F)c(F)c1,-3,-1,-6,1,2,1,0,-5,4
Cc1noc(C)c1CN(C(=S)NC1CC2CCC1C2)c1ccccc1 (stereo unspecified),2,0,5,4,14,7,0,7,4
CCN1C(=O)C(CC(=O)Nc2ccccc2)N(Cc2ccccn2)C1=S (stereo unspecified),2,2,-1,3,10,1,2,12,2
CCOC(=O)C1CCN(C(=O)CN(c2ccc(OC)cc2)S(=O)(=O)c2c(C)nn(C)c2C)CC1,3,7,2,1,-3,3,-3,0,-5
Cn1cc(-c2ccc(Cl)cc2)cc(C#N)c1=O,1,3,2,-5,-3,1,8,-6,-22
COCCn1c(SCC(=O)NCCc2ccccc2)nnc1-c1ccco1,2,3,2,2,22,2,-7,16,7
O=C1CN(C(=O)CSc2nc3c(cnn3-c3ccccc3)c(=O)[nH]2)c2ccccc2N1,1,-2,-3,2,9,1,2,/,-3
C=CCNC(=S)Nc1nc2c(cc1C(=O)OCC)COC(C)(C)C2,0,2,0,4,5,6,-1,3,-6
CN1CCN(CC(=O)N2CCn3c4c(c5cc(C6CCCCC6)ccc53)CCCC42)CC1 (stereo unspecified),-1,36*,7,9,15,5,-2,-1,29
CCc1ccc(NC(=O)c2cccnc2)cc1,1,-5,-4,1,7,4,-5,3,0
O=C1CC(c2ccc(O)c(O)c2)Oc2c1ccc(O)c2O (stereo unspecified),-6,60*,-12,19,8,12,50*,9,40
COc1ccc(CCNC(=O)Oc2ccccc2)cc1OC,-3,3,-7,11,-8,4,1,-10,-4
CCN1CCCC1CNS(=O)(=O)c1c(C)cc(C)cc1C (stereo unspecified),1,-1,-3,6,-3,-3,4,-10,-65
CCCS(=O)(=O)c1nc(S(=O)(=O)c2ccc(C)cc2)c(N2CCC3(CC2)OCCO3)s1,2,9,-9,1,-3,0,16,2,3
O=C(COC(=O)/C=C/c1ccc([N+](=O)[O-])cc1)NNC(=O)c1ccccc1,/,22,/,0,/,-2,1,/,-5
CCNC(=O)/C(=C/c1cccc([N+](=O)[O-])c1)NC(=O)c1ccc(C)cc1,-7,9,-11,-4,-14,3,0,0,7
CC(Nc1nc2ncn(Cc3ccccc3)c2c(=O)[nH]1)C(=O)O (stereo unspecified),-3,3,4,7,7,-2,6,-1,-5
Cn1c(CSCc2ccc(F)cc2)nnc1SCC(=O)N1CCN(c2ccccc2)CC1,1,1,-2,12,0,5,13,-12,17
COc1ccc(N=c2oc3cc(O)ccc3cc2C(=O)NCC2CCCO2)c(OC)c1 (stereo unspecified),1,9,5,8,-5,5,0,10,9
CC(=O)c1cccc(S(=O)(=O)N2CCC(c3nc4ccccc4[nH]3)CC2)c1,-3,-14,-5,-2,-15,1,2,-3,10
COC(=O)c1ccc2c(c1O)C(=O)c1ccccc1C2=O,0,8,5,12,2,-1,3,3,10
Cc1cc(C)cc(NC(=S)/C(=C(\[O-])c2ccc(Cl)s2)[n+]2cccc(C)c2)c1,1,7,1,4,1,1,20,-12,11
COc1ccc(S(=O)(=O)N2CCOC2CNC(=O)C(=O)NCCCN2CCOCC2)cc1OC (stereo unspecified),-3,2,0,-1,-21,-2,-6,-5,4
O=C1c2ccccc2C(=O)N1SC1CCCCC1,3,7,6,5,-7,3,-8,3,10
CCOC(=O)c1ccc(-n2c(C)nc3ccccc3c2=O)cc1,0,2,3,-1,5,7,-3,-5,-9
Cc1c(C(=O)O)sc2nc3n(c(=O)c12)CCC3,0,6,10,15,2,-1,3,1,-1
O=C(COC(=O)c1cccc(OC(F)F)c1)NC(=O)NC1CCCCC1,1,8,4,9,-16,0,6,-16,-1
O=C(N=C1SC2CS(=O)(=O)CC2N1c1ccc(Br)cc1)C1CCCO1 (stereo unspecified),0,7,-3,3,9,1,5,13,-2

# Next section; it opens with the two that closed the last part.
SMILES,LYPLA1 inh,pPAFAH FP inh,LYPLA2 counter,PAFAH1B3 inh,ZTA DNA inh,PAFAH1B2 FP inh,PAFAH2 inh,EBNA-1 inhibitor,PREPL inh
O=C(COC(=O)c1cccc(OC(F)F)c1)NC(=O)NC1CCCCC1,1,8,4,9,-16,0,6,-16,-1
O=C(N=C1SC2CS(=O)(=O)CC2N1c1ccc(Br)cc1)C1CCCO1 (stereo unspecified),0,7,-3,3,9,1,5,13,-2
O=C(COC(=O)c1ccc(Br)cc1)NCCN1C(=O)CSC1=O,-5,1,-4,16,4,2,3,-11,-3
O=C(CCC(=O)c1ccc(F)cc1)Nc1cccnc1,-3,1,-5,5,5,1,-5,-2,3
Cc1cc(Br)cc(C)c1OCC(=O)NNC(=O)CCC(=O)NCc1ccccc1,-4,6,0,8,-8,3,2,-2,-2
COCCCN(Cc1ccco1)C(=O)c1cc2c(s1)-c1ccc(Cl)cc1S(=O)(=O)C2,1,1,-1,5,-10,0,-6,-5,21
NC1=NC(c2ccccc2)=NC1(NC(=O)c1ccccc1)C(Cl)Cl (stereo unspecified),0,1,2,8,-3,0,-1,-8,9
CS(=O)(=O)N(Cc1ccccc1)c1ccccn1,-2,4,-2,0,2,-4,3,0,-3
CS(=O)(=O)N(CC(=O)NCC1CCCO1)Cc1ccc(Cl)cc1 (stereo unspecified),2,-1,4,0,-14,-1,-3,-4,19
CCOC(=O)C(=O)N1CCN(CC)CC1,0,4,4,4,-4,4,-10,-2,3
Cn1c(=O)c2c(SCC(=O)c3ccccc3)nc(C3CC3)nc2n(C)c1=O,1,6,3,2,9,-3,0,5,2
COc1cccc(-c2nnc3n2N=C(c2cc(OC)ccc2OC)CS3)c1,-5,4,3,5,3,1,1,8,-2
Cc1cccc(NC(=S)NCc2ccccc2Cl)c1C,0,-6,0,8,-11,-3,0,2,14
CCc1ccc(NC(=O)CCc2ccc(C)o2)cc1,0,-1,6,14,9,-1,5,-6,24
Cc1cccc(CC(=O)Nc2cc(C)c3c(=O)oc4ccccc4c3n2)c1,-6,-5,-2,-6,-16,-5,1,-12,-5
C=CCN(C(=O)CNC(=O)c1cccs1)C(C(=O)NC(C)(C)C)c1ccccc1 (stereo unspecified),5,-7,9,14,-13,-4,0,6,10
Cc1cc(C)cc(Nc2ccc3nonc3c2[N+](=O)[O-])c1,-3,1,5,-5,-15,-3,-1,4,4
S=C(NCc1ccccc1)NC1CCCCC1,1,0,3,5,-1,5,-1,7,0
Cc1ccc(Cl)cc1NC(=S)N(Cc1ccco1)C(C)c1cccs1 (stereo unspecified),1,-1,0,5,1,3,1,-17,10
Cc1ccc(C(=O)OCC(=O)Nc2sc3c(c2C#N)CCCCC3)cc1NC(=O)c1ccco1,-22,0,-37,-11,19,-9,-8,1,3
O=C(c1ccco1)N1CCCN(C(=O)c2ccco2)CC1,-4,5,-2,-3,-1,1,-2,5,3
CC(=O)CC1OC(=O)C(Br)=C1NCc1ccccc1 (stereo unspecified),-1,1,0,5,13,6,7,14,5
COc1ccc(S(=O)(=O)N2CCC(C(=O)NC(C)CCc3ccccc3)CC2)cc1 (stereo unspecified),-1,1,2,-7,-7,-1,8,-3,-6
O=C1c2ccccc2C(=O)N1CCc1csc(-c2ccc(F)cc2)n1,0,1,-4,9,6,4,6,7,-7
NC(=O)COC(=O)[C@@H]1CC(O)CN1S(=O)(=O)c1ccc2c(c1)OCCO2 (stereo partly specified),4,-2,0,-4,4,4,-3,-1,3
COc1ccc(S(=O)(=O)N2CCC(C(=O)NCCC(=O)NCc3ccccc3OC)CC2)cc1,-5,10,5,12,3,20,0,9,7
Cc1ccc(C(=O)NCC(=O)OCCCOC(=O)CNC(=O)c2ccc(C)cc2)cc1,2,4,1,4,1,5,-8,2,-2
CCNc1nc(OCCNC(C)=O)nc(N(C)C)n1,-1,-1,3,-5,-1,2,3,-11,14
CCCCNC(=S)N/N=C/c1ccccc1F,-3,-4,-2,-3,-6,-3,4,-6,-14
CN(Cc1nc(-c2ccccn2)no1)S(=O)(=O)c1ccc(Br)cc1,1,4,37*,9,3,10,3,-7,-8
FC(F)(F)c1cc(C(F)(F)F)c2ccc(N3CCOCC3)nc2n1,0,5,0,3,0,5,1,1,-7
Cn1c(SC2C(=O)CC(C)(C)CC2=O)nnc1-c1ccco1,3,8,1,9,0,8,-8,-3,3
Cc1cc(C)nc(NS(=O)(=O)c2ccc(NC(=O)c3ccc(S(=O)(=O)N4CCOCC4)cc3)cc2)n1,-6,-1,-5,3,12,7,0,3,4
CC1=C(C#N)C(/C=N/OCc2ccc(F)cc2Cl)CC(=O)N1 (stereo unspecified),-3,7,-2,6,-19,19,-2,-1,10
CC(=NCCCn1ccnc1)c1c(-c2ccccc2)[nH]n(-c2nc3ccccc3s2)c1=O,-4,-2,-5,5,2,13,6,-17,-8
COc1ccccc1NC(=O)CSCc1ccc([N+](=O)[O-])cc1,0,4,0,3,5,4,0,1,-4
COc1cc(/C(C)=N/NC(=O)C(O)(c2ccccc2)c2ccccc2)ccc1O,0,10,13,2,4,4,2,3,1
CCCCC#Cc1ccccc1CC(=O)Nc1ccccc1,1,2,4,-8,8,-10,-13,-2,-13
c1ccc(-c2nnc3sc(Cc4cccs4)nn23)cc1,1,-2,0,3,-3,4,4,3,6
COc1ccc(NC(=S)NC(C)Cc2cccs2)cc1 (stereo unspecified),4,7,5,0,-7,5,2,-2,-3
COc1cc(C(=O)Nc2ccccc2N2CCCCC2)cc(OC)c1OC,-3,4,-3,3,0,5,8,0,14
COc1ccc(S(=O)(=O)N2CCN(C(=O)c3ccc(C)o3)CC2)cc1,3,4,2,2,13,-2,1,-9,-13
O=C(Cc1ccccn1)c1ccc(F)cc1,1,-4,5,-7,-19,3,-5,6,6
c1ccc2c(Nc3ccc(N4CCOCC4)cc3)nc(N3CCOCC3)nc2c1,0,6,1,8,3,-3,7,4,21
CCc1c(C)[nH]n(-c2nc(-c3ccccc3)cs2)c1=O,-3,1,-2,-2,4,4,8,-11,-1
CCCCNC(=O)CCNS(=O)(=O)c1ccc(C)cc1,-3,3,1,-4,14,-2,-2,17,2
Cc1nn(-c2ccccc2)c(C)c1/C=N/NC(=O)c1cc(-c2ccc(Cl)s2)[nH]n1,-51,-8,-87,-58,10,-37,-84,-9,1
Cn1c(=O)c2c(nc(N3CCCCC3)n2C)n(C)c1=O,2,9,11,0,-19,1,3,-3,8
O=C1C=C(c2ccc(Cl)c(C(F)(F)F)c2)C[C@@H](c2ccc(Cl)cc2)C1,2,0,-8,-7,6,1,-5,/,-11
CCOC(=O)c1c(N)sc(C(=O)N2CCCCCC2)c1C,-1,7,-6,6,1,2,-6,-1,-2

# Some values from the results shown.
# CCCCC#Cc1ccccc1CC(=O)Nc1ccccc1 in ZTA DNA inh is entered as 8
# CC1=C(C#N)C(/C=N/OCc2ccc(F)cc2Cl)CC(=O)N1 (stereo unspecified) in ZTA DNA inh is entered as -19
# O=C(Cc1ccccn1)c1ccc(F)cc1 in PREPL inh is entered as 6
# c1ccc2c(Nc3ccc(N4CCOCC4)cc3)nc(N3CCOCC3)nc2c1 in PREPL inh is entered as 21
# CCCCNC(=O)CCNS(=O)(=O)c1ccc(C)cc1 in PREPL inh is entered as 2
